# FEN1 inh: human FEN1 inhibition; 0.35% of 390,000 active; Potency, µM (titrated, usually from 114 µM), without a hit: at the top dose activity change, negative = inhibition, usual class: inhibitors; AID 588795; Recombinant FEN1 flap cleavage, fluorescence, 15 min; also: nearly all actives have a fitted effect of over 65% in size
# Target sequence (P39748 whole entry, looked up): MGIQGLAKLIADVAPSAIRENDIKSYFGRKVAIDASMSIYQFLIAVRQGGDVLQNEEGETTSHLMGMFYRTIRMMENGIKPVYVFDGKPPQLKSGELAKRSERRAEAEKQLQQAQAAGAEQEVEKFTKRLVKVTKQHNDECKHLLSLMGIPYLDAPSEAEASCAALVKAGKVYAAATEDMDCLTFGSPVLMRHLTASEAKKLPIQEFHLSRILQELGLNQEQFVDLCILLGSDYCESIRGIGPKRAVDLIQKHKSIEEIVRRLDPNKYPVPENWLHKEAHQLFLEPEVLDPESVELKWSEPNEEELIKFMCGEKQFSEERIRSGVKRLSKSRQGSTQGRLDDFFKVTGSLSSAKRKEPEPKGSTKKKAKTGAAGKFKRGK
#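 Read-out was taken twice, immediately and after 15 min, following addition of 50 nM substrate to 10 nM FEN1 that had sat with test compound for 15 min at room temperature. Curves came from a four-parameter Hill model.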
# N370S GC: inhibitors or activators of N370S glucocerebrosidase for Gaucher disease. P04062. Potency, µM (highest dose often 59.4 µM), inactives show at the highest dose activity change, negative = inhibition, usual class: inhibitors. 0.092% of 330,000 active. N370S GC spleen homogenate, 4MU-glucoside fluorescence;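 also: 0% = full enzyme activity and -100% = no enzyme basal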
# TDP1 inh: inhibitors of human tyrosyl-DNA phosphodiesterase TDP1 | Q9NUW8 | recombinant TDP1, AlphaScreen DNA substrate cleavage | Potency, µM (doses to about 130 µM), without a hit: at the top dose activity change, negative = inhibition, actives largely listed as inhibitors | 0.28% of 350,000 active; also: nearly all actives have a fitted effect of over 40% in size
# Target sequence (Q9NUW8 whole entry, looked up): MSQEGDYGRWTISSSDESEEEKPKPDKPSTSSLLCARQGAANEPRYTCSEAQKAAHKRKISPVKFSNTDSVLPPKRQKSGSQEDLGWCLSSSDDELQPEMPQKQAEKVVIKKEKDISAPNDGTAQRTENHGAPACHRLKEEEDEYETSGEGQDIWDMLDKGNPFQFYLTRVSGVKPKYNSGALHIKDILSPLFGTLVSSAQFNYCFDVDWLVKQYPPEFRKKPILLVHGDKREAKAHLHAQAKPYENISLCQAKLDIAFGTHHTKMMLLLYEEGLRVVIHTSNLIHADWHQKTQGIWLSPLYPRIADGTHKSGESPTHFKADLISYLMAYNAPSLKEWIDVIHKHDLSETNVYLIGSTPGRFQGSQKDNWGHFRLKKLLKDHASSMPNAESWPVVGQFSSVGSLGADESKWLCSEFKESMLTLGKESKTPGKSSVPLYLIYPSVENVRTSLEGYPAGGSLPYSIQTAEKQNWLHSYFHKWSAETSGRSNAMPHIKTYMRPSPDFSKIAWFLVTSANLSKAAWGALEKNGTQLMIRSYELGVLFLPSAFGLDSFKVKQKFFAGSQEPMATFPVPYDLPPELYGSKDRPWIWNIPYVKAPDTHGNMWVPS
#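 Steps: enzyme plus compound, 15 min RT; add biotin/phosphotyrosine-FITC oligonucleotide (15 nM final), react 5 min; add donor/acceptor beads (10 ug/ml final), 10 min; read AlphaScreen. Tdp1 at 1 nM final.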
# The depositor's hits bear a star; ? = inconclusive; nt = not tested or not shown; & = joins results of further samples; [ ] = another dose, or the depositor's remark. Calls follow the shape of the dose curve; as a rule, active = well fitted curve in the direction sought with a large enough effect; inconclusive = small, poorly fitted or top-dose-only effect, or another doubt; inactive = no such curve, though single readings can be large; an effect the other way counts as inactive or inconclusive. Unless noted, % is scaled to controls: 0 for no effect and ±100 for the full control effect; potency is read from the fitted curve at half-maximal effect.
SMILES,FEN1 inh,N370S GC,TDP1 inh
Cc1ccc(NC(=O)CSc2nnc3n2CCCCC3)cc1,-4%,8%,1%
O=C(O)/C(=C\c1cccs1)c1ccc(F)cc1,17%,2%,-3%
COC(=O)C(C)N(c1ccc(OC)cc1)S(C)(=O)=O (stereo not drawn),-3%,1%,1%
O=C1CC(c2ccccc2)=NN1c1nc(-c2ccccc2)cs1,?,-6%,8%
CNC(=O)CN1C(=O)NC2(CCc3ccccc32)C1=O (stereo not drawn),7%,-3%,7%
CC(=O)c1ccc(NC(=O)C(Cc2ccccc2)NS(=O)(=O)c2ccc3c(c2)CCC(=O)N3)cc1 (stereo not drawn),-10%,nt,9%
COc1ccc(-c2csc(CCN3N=C(C)CC3=O)n2)cc1,4%,-1%,10%
COc1ccccc1/C=C1\SC(=O)N(CC(=O)NCCCn2ccnc2)C1=O,-12%,?,4%
O=C(O)c1cccnc1Cl,-8%,?,5%
N#Cc1ccccc1NC(=O)COC(=O)CSc1nc2ccccc2o1,-4%,4%,-6%
Cc1ccc2c(c1)CCCN2C(=O)NC1CCCCC1,2%,9%,0%
COc1ccc(C(=O)NCC(=O)OCn2nnc3ccccc3c2=O)cc1OC,nt,-16%,2%
O=C(O)CCN=C1CCc2ccccc2N1,nt,17%,5%
CCCC(=O)N/N=C1\CS(=O)(=O)N(C)c2ccsc21,4%,23%,0%
COc1ccc(C(CC(=O)O)NC(=O)c2ccco2)cc1 (stereo not drawn),12%,2%,2%
COC(=O)[C@@]1(Cc2ccc(F)cc2)[C@H]2c3cc(C(=O)N4CCCC4)n(CCc4c[nH]c5ccccc45)c3C[C@H]2CN1C(=O)c1ccccc1,nt,-13%,15%
COc1ccccc1NC(=O)c1ccc(NC(=O)CSc2nc(N)cc(=O)[nH]2)cc1,20%,nt,-3%
CCCn1nc2cc(C(=O)NC3CCc4ccccc43)ccc2c1OCC (stereo not drawn),-15%,10%,3%
NC(=O)c1cc2ccccc2o/c1=N\NC(=O)c1ccco1,-9%,5%,-3%
O=C(OCc1ccc(Br)cc1)c1cnc(Cl)c(Cl)c1,0%,-4%,2%[0.0935 µM]
Cc1cccc(N=Nc2c(O)[nH]c3ccc(Br)cc23)c1,13%,3%,nt
O=C(CSc1nc2ccccc2s1)N1CCCCC1,4%,1%,2%
CCOc1ccc(-c2c(C(=O)N/N=C/C3CC=CCC3)nnn2-c2nonc2N)cc1 (stereo not drawn),-9%,-28%,1%
CCC(C)c1ccccc1NC(=O)C(C)OC(=O)CN1C(=O)NC(C)(C)C1=O (stereo not drawn),-2%,-6%,0%
CCN1C(=O)c2ccc(C(=O)NCc3ccc4c(c3)OCO4)cc2C1=O,-5%,1%,1%
CCC(c1nnnn1Cc1ccc(F)cc1)N1CCN(C)CC1 (stereo not drawn),-2%,6%,5%
Cc1ccc(Cn2nc(C)c(/C=N/NC(=O)c3cccnc3)c2C)cc1,3%,-7%,8%
CC(C)c1ccc(NC(=O)C2CCN(c3ncnc4c3nc3n4CCCCC3)CC2)cc1,-1%,1%,1%
CN(C)S(=O)(=O)c1cccc(NC(=O)C(c2ccccc2)c2ccccc2)c1,2%,-3%,4%
COCCN1CN=C(Nc2nc3ccccc3s2)NC1,-6%,-8%,2%

# Brought forward from above: four compounds, followed by the next part.
SMILES,FEN1 inh,N370S GC,TDP1 inh
Cc1ccc(Cn2nc(C)c(/C=N/NC(=O)c3cccnc3)c2C)cc1,3%,-7%,8%
CC(C)c1ccc(NC(=O)C2CCN(c3ncnc4c3nc3n4CCCCC3)CC2)cc1,-1%,1%,1%
CN(C)S(=O)(=O)c1cccc(NC(=O)C(c2ccccc2)c2ccccc2)c1,2%,-3%,4%
COCCN1CN=C(Nc2nc3ccccc3s2)NC1,-6%,-8%,2%
O=C(Nc1ccc(S(=O)(=O)NC2=NCCCCC2)cc1)c1ccccc1Cl,-6%,-7%,nt
COCCCNC(=O)CCn1c(=O)c2ccccc2n(CC(=O)Nc2c(C)cc(C)cc2C)c1=O,-1%,nt,-5%
COc1ccccc1-c1nnc(SCc2ccccn2)n1C,-6%,-16%,6%
CNc1cnn(-c2ccc(C)cc2)c(=O)c1Cl,-4%,7%,-5%
O=C(Nc1ccc(Nc2ccccc2)cc1)C(Cl)Cl,2%,3%,8%
COc1cc(OC)cc(-c2cc3ncccc3cn2)c1,-18%,nt,-3%
COc1ccc(S(=O)(=O)c2cn(C)c3ccc(C)cc3c2=O)cc1,0%,nt,1%
O=C1N=C(N2C=CC(=C3C=CNC=C3)C=C2)/C(=C/N=NC(=O)c2ccccc2)S1,-28%,-27%,3%
Cc1cc(C)c2oc(-c3ccc(C)c(NC(=S)NC(=O)c4cccs4)c3)nc2c1,6%,9%,2%
O=C(Nc1ccc(F)cc1)Nc1ccc(N2CCOCC2)c2nonc12,8%,-5%,4%
O=C(COc1ccccc1/C=C1\SC(=O)NC1=O)Nc1ccc(F)cc1,-16%,-5%,-13%
CCn1c2ccc(F)cc2c2nnc(NN)nc21,3%,21%,0%
CN(C)c1ccc([N+](=O)[O-])cc1C(=O)O,4%,-11%,1%
Cc1ccc(C(=O)Nc2c3c(nn2C(C)(C)C)CS(=O)(=O)C3)cc1[N+](=O)[O-],17%,-12%,1%
CCC(C)NC(=O)c1ccc(N2CC3CC(C2)c2cccc(=O)n2C3)c(NC(=O)c2ccc(Br)o2)c1 (stereo not drawn),-5%,5%,4%
CCOc1ccc(/C=C2\SC(=S)N(CCC(=O)O)C2=O)cc1,-16%,-14%,nt
CC(OC(=O)c1cccc(S(=O)(=O)Nc2ccccc2F)c1)C(=O)NCc1ccc2c(c1)OCO2 (stereo not drawn),8%,0%,-1%
CC1CN(S(=O)(=O)N2CCOCC2)CCN1S(=O)(=O)N1CCOCC1 (stereo not drawn),1%,-6%,-3%
O=C(NNc1ccccc1Br)C(=O)n1ccc2ccccc21,-4%,-4%,-3%
Cc1ccccc1NC(=O)c1ccc2nc(N3CCOCC3)sc2c1,-4%,-7%,nt
N#Cc1cc2sc3nnc(-c4ccncc4)n3c2cc1C#N,-12%,6%,9%
CCC(C)NC(=O)c1ccc(NC(=O)C2CCCO2)cc1 (stereo not drawn),1%,3%,1%
CCCCCCCCCCCCC(=O)CCCCC(=O)O,-8%,-12%,6%
c1ncc(CC2CCNCC2)[nH]1,nt,5%&-13%,1%&10%
CC(C)OCCCNC(=O)c1ccc(N(C)S(C)(=O)=O)cc1,8%,-5%,7%
O=[N+]([O-])c1ccc2nc(-[n+]3c(-c4ccccc4)cc(-c4ccccc4)cc3-c3ccccc3)[nH]c2c1,-22%,2%,11%
O=c1[nH]c2cc3c(cc2cc1CN(Cc1cccs1)Cc1nnnn1Cc1ccco1)OCCO3,-9%,5%,-2%
Cc1noc(C)c1CSc1nc2ccccc2c(=O)n1-c1ccc(Cl)cc1,-1%,16%,7%
Cc1ccc(/C=c2/sc3n(c2=O)CCCN=3)o1,0%,-11%,-12%
CC(C)C[C@@H](CC(=O)N[C@@H](CCC(=O)O)CC(=O)O)NC(=O)[C@@H]1CCCC[C@H]1NC(=O)C[C@H](CCCN)NC(=O)C[C@H](Cc1c[nH]c2ccccc12)NC(=O)[C@@H]1CNCC[C@H]1N,nt,-2%,2%
COc1cccc(NC(C(=O)Nc2cccc(C(C)=O)c2)c2ccccc2)c1 (stereo not drawn),-5%,-2%,-2%
COc1cccc(/C=N/NC(=O)CC2C(=O)NN=C2C)c1OC (stereo not drawn),1%,-6%,-2%
Cc1ccc(/C=C/C(=O)Nc2nnc(SCc3ccc(C#N)cc3)s2)o1,19%,-7%,5%
Cc1ccc2nc(N/N=C/c3ccccc3F)nc(-c3ccccc3)c2c1,-19%,-21%,-1%
Cc1ccc(S(N)(=O)=O)cc1NC(=O)c1c(-c2c(Cl)cccc2Cl)noc1C,0%,nt,4%
c1ccc(-c2noc(-c3ccno3)n2)nc1,-7%,4%,-5%
Cc1onc(-c2ccccc2)c1-c1ccnn1S(=O)(=O)c1ccc(Cl)cc1,-12%,-4%,0%
COc1ccccc1CN1C[C@@H]2C[C@@H](c3cccc(C)c3)N3CCC[C@@]23C1=O,0%,9%,nt
O=C(Nc1ccc(Cc2ccncc2)cc1)C1CCC(N2C(=O)C3CC=CCC3C2=O)CC1 (stereo not drawn),-3%,20%,7%
COc1ccc(-c2nc(Cn3c(SCc4cccc(F)c4)nc4cccnc43)c(C)o2)cc1,-17%,nt,0%
CN(Cc1ccc(O)cc1)C1CCCCC1,8%,-2%[2.35 µM],2%
Cc1ccc2cc(CN(C(=O)c3cccc(Cl)c3)c3ccccc3)c(=O)[nH]c2c1,1%,nt,7%
Cc1ccc(Nc2nc(N)nc(CN3CCN(c4ccccc4)CC3)n2)cc1Cl,-6%,-23%,8%
O=C(Cn1nc(C(=O)O)c2ccccc2c1=O)Nc1cc(S(=O)(=O)N2CCOCC2)ccc1Cl,1%,nt,-2%
CCC(C)[C@H](NC(=O)[C@@H]1Cc2ccccc2CN1C(=O)OC(C)(C)C)C(=O)NCC1CCC(C(=O)O)CC1 (stereo partly drawn),-9%,6%,nt
COc1cc(Cl)c(C)cc1NC(=O)c1cnn(-c2ccc(C)cc2)c1-n1cccc1,2%,nt,-3%
Cc1ccc(OCc2ccc(C(=O)Nc3ccc(S(N)(=O)=O)cc3)o2)cc1,-7%,0%,-2%
O=C(c1ccco1)C(O)c1ccco1 (stereo not drawn),-7%,2%,nt
Cc1ccccc1Nc1nc(N)nc(COC(=O)CCS(=O)(=O)c2ccccc2)n1,-5%,25%[2.35 µM],5%
CC(C)(C)OC(=O)N1CCC[C@H]1C(=O)OCC(=O)Nc1cc(S(C)(=O)=O)ccc1Cl,-1%,nt,0%
CSc1cccc(Nc2cc(C(=O)NC3CCCCC3)c3ccccc3n2)c1,-13%,nt,-7%
C=CC[C@@H]1C=C[C@@H](O/N=C\[C@@H](OC)[C@H](C)/C=C\CC(=O)OC)[C@@H](CO)O1,nt,5%[12.8 µM],4%[21 µM]
CCSc1nc2c(c(=O)[nH]c(=O)n2C)n1CC(O)COc1ccccc1 (stereo not drawn),2%,-5%,5%
Cc1cccc(C(=O)N=c2sccn2C)c1[N+](=O)[O-],17%,-2%,4%
CCOc1ccc2[nH]c(=O)c(CN(CC3COCCO3)C(=O)c3ccco3)cc2c1 (stereo not drawn),8%,-7%,3%
NC1=C(c2ccccc2)C(=O)NC1=O,16%,-22%,nt
COc1ccc(N2C(=O)/C(=C\c3ccco3)N=C2SCC(=O)NC(C)C)cc1Cl,-7%,-14%,5%
COc1ccccc1N(CC(=O)NCCc1ccccc1)S(C)(=O)=O,-12%,7%,7%
O=C1c2ccccc2C(=O)C12OC2c1ccc(Cl)cc1 (stereo not drawn),nt,7%,-3%
CC(C)(C)c1ccc(C(=O)NCc2nnc(SCC(=O)NC3CCCCC3)o2)cc1,0%,5%,4%

# In the list so far, these contain bromine:
SMILES,FEN1 inh,N370S GC,TDP1 inh
O=C(OCc1ccc(Br)cc1)c1cnc(Cl)c(Cl)c1,0%,-4%,2%[0.0935 µM]
Cc1cccc(N=Nc2c(O)[nH]c3ccc(Br)cc23)c1,13%,3%,nt
CCC(C)NC(=O)c1ccc(N2CC3CC(C2)c2cccc(=O)n2C3)c(NC(=O)c2ccc(Br)o2)c1 (stereo not drawn),-5%,5%,4%
O=C(NNc1ccccc1Br)C(=O)n1ccc2ccccc21,-4%,-4%,-3%

# Entries shown so far that contain a thiophene ring, fused or not (four):
SMILES,FEN1 inh,N370S GC,TDP1 inh
O=C(O)/C(=C\c1cccs1)c1ccc(F)cc1,17%,2%,-3%
CCCC(=O)N/N=C1\CS(=O)(=O)N(C)c2ccsc21,4%,23%,0%
Cc1cc(C)c2oc(-c3ccc(C)c(NC(=S)NC(=O)c4cccs4)c3)nc2c1,6%,9%,2%
O=c1[nH]c2cc3c(cc2cc1CN(Cc1cccs1)Cc1nnnn1Cc1ccco1)OCCO3,-9%,5%,-2%

# Carrying on:
SMILES,FEN1 inh,N370S GC,TDP1 inh
CCOC(=O)Cc1csc(NC(=O)c2ccc(Br)cc2)n1,-17%,-12%,nt
COc1ccc(CCNC(=O)c2cc(S(=O)(=O)N3CCOCC3)ccc2F)cc1,-2%,nt,-4%[56.1 µM]
CCOC(=O)c1ccc(N2CCN(c3ccccc3F)CC2)c(NC(=O)Nc2ccc(Cl)c(Cl)c2)c1,-7%,nt,8%
CC(C)NS(=O)(=O)c1ccc(OCC(=O)N2CCCC2)cc1,-15%,-9%,4%
CC(C)CNC(=O)CN1c2cccc3cccc(c23)S1(=O)=O,-2%,-8%,9%
Cc1ccc2c(C(=O)CSc3ccccc3)c(C)[nH]c2c1,-2%,5%,-4%
CC1(C)CNC(=O)C=C(c2ccccc2)C1,-2%,5%,0%
COc1ccc(C(=O)N2CCN(C3CCN(Cc4ccccc4)CC3)CC2)cc1OC,-1%,-19%,-4%
CS(=O)(=O)N1CCN(c2ccccc2NC(=O)c2cccnc2Cl)CC1,-1%,0%,4%
Cc1ccc(SCc2cc(=O)c3c(=O)n(-c4ccccc4)[nH]c3[nH]2)cc1,-9%,-5%,11%
COc1cccc(/C=N\NC(=O)c2sc(N)nc2C)c1OC,-3%,3%,5%

# From PubChem
